Diaph act CS: compounds boosting diaphorase resazurin reduction – biochemical, uHTS, resorufin fluorescence, counter-screen for diaphorase-coupled primary assays, primary screen | 190,000 compounds, 0.005% hits | Diaphorase/resazurin coupled assay, 16 min; stronger effect = higher value; 1 = vehicle wells, 0 = NADH-free wells | activation factor at 20 µM;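 active = diaphorase activity raised at least twofold by the compound at 20 µM; inactive = activation factor below 2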
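Measured by – red resorufin fluorescence at 544/590 nm excitation/emission · Test system – Clostridium kluyveri diaphorase, purified enzyme · Incubation – reaction time 16 min, room temperature · Buffer or medium – 50 mM HEPES pH 7.4 with 4.542 mM MgCl2, 0.005% Tween 20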
TLR4 MyD88 comp: inhibitors of TLR4-MyD88 association in cells, primary screen, cell-based, HeLa CL3-4, BLA complementation, FRET ratio | HeLa CL3-4 TLR4/MyD88 BLA complementation | AID 861, 2007 | Toll-like receptor 4 (Homo sapiens) + Myeloid differentiation primary response protein … | inhibition, % at 8.4 µM | 200,000 compounds, 0.18% hits; in the data active = inhibition above about 25%;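 note: 0% = vehicle and 100% = reference inhibitor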
Diaphorase inh: diaphorase inhibitors and chemical oxidizers, primary screen, counter-screen for diaphorase-coupled primary assays, biochemical, uHTS, resorufin fluorescence | 190,000 compounds, 0.69% hits | diaphorase resazurin-to-resorufin fluorescence, NADH, 16 min; bacterial (C. kluyveri) enzyme, not human | inhibition, % at 20 µM;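 active = primary screen inhibition at 20 µM above a set limit, cut at about 50% in these data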;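 note: plate controls were DMSO with full reaction for no effect and wells lacking NADH for full effect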
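Test system: Clostridium kluyveri diaphorase enzyme / Quantity: diaphorase at 0.14 U/mL in enzyme working solution / Incubation: 16-min room-temperature incubation before reading / Benchmarks: NADH-free wells as positive control, DMSO-only neutral wells / Signal: resorufin fluorescence 544/590 nm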
G6PDH counter: L. mesenteroides G6PDH inhibitors, counter-screen for G6PDH-coupled screening assays, biochemical, Leuconostoc mesenteroides enzyme | glucose-6-phosphate dehydrogenase [Leuconostoc mesenteroides] | Purified L. mesenteroides G6PDH, diaphorase/resazurin coupled fluorescence, 45 min | inhibition, % at 5 µM | 200,000 compounds, 0.12% hits
PMI activator: activators of human PMI, primary screen, biochemical, fluorescence intensity, near-Km mannose 6-phosphate | AID 1214, 2008 | 190,000 compounds, 0.005% hits | Mannose-6-phosphate isomerase (Homo sapiens), P34949 | purified human PMI, coupled resazurin fluorescence, 20 min; stronger effect = higher value; 1 = vehicle control, 0 substrate-free wells | activation factor at 20 µM;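 active = activation factor of 2 or more at 20 µM, relative to plate controls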
Target sequence (P34949 whole entry, looked up): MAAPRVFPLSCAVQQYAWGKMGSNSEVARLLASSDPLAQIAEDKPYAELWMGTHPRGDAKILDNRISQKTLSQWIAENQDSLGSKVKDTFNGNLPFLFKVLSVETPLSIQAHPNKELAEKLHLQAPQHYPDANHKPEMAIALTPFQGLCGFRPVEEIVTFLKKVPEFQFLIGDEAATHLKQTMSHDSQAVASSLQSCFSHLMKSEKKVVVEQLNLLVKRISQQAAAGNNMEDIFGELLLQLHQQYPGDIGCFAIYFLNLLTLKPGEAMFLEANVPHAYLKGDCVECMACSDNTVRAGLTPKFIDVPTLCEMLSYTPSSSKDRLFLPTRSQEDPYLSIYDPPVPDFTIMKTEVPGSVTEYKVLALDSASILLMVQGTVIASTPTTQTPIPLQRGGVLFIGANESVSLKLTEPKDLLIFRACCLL
PMI act hi M6P: human PMI activators, high substrate, primary screen, biochemical, fluorescence intensity, near-saturating mannose 6-phosphate | Mannose-6-phosphate isomerase (Homo sapiens), P34949 | coupled PMI enzyme assay, resazurin fluorescence, 20 min; stronger effect = higher value; 1 = untreated enzyme, 0 = substrate-free blank | activation factor at 20 µM | 190,000 compounds, 0.34% hits | AID 1216, 2008;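 active = activation factor of 2 or more at 20 µM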
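Test system: Human PMI in coupled enzyme assay | Input: 15 ng/mL PMI | Medium: HEPES-buffered pH 7.4 with magnesium and detergent | Compound: One concentration, 20 µM, in 1% DMSO | Incubation: Enzyme reaction with compound 20 min at room temperature | Detection: Diaphorase-driven resazurin-to-resorufin fluorescence, excitation 544, emission 590 nm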
DTT redox prof: compounds producing H2O2 with reducing agent – biochemical, NIH compound library profiling, artefact control for MLSCN library redox annotation, primary screen; DTT-dependent redox cycling H2O2, phenol red/HRP absorbance; 100% = 100 µM peroxide control, 0% = buffer; activation, % at 10 µM; 200,000 compounds, 0.03% hits;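 active = activation of at least 50% relative to the plate's high and low controls in the primary single-dose screen; inactive = activation below 50%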;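 note: compound incubated with DTT at 0.8 mM final as the reducing agent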
S1P3 antag: S1P3 receptor antagonists, primary screen, cell-based. Sphingosine 1-phosphate receptor 3 (Homo sapiens), Q99500. CHO S1P3 NFAT-BLA reporter, FRET fluorescence, antagonist mode. inhibition, % at 4.98 µM. 170,000 compounds, 0.27% hits. AID 485, 2006;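 active = inhibition above the plate cutoff, the mean inhibition of test wells on that plate plus 3 SD, cut at about 28% in these data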;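 note: cells challenged with S1P at its EC80 of 0.8 µM; blue over green emission ratio from cleaved BLA substrate after 4 h stimulation; 0% = S1P-stimulated wells and 100% = unstimulated DMSO-only wells; some compounds past the cut are filed as inactive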
Target sequence (Q99500 whole entry, looked up): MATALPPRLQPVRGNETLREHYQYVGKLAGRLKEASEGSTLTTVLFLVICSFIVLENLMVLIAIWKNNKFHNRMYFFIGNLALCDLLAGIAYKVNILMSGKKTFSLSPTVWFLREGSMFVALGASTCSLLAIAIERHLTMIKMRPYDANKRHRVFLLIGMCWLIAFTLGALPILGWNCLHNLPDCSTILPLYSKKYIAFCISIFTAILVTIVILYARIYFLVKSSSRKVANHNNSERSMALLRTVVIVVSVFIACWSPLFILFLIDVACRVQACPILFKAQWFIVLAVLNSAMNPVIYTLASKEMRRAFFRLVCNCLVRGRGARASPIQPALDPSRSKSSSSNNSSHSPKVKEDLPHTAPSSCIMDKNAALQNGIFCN
Hsp70 activator: Hsp70 transcriptional activators, primary screen, cell-based, HeLa, Hsp70 promoter luciferase, luminescence, 10 µM. activation, % at 10 µM. 200,000 compounds, 0.04% hits. HeLa Hsp70 promoter luciferase reporter; scaled: vehicle 0, proteasome-inhibitor control 100%;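 active = activation above the mean across all tested compounds plus 3 SD, cutoff set per campaign, cut at about 5.5% in these data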;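 note: 100% = MG132 at 30 µM as the positive control and 0% = DMSO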
Lmaj promast: Leishmania major promastigote growth inhibition, primary screen | Leishmania major promastigotes, resazurin fluorescence viability | inhibition, % at 10 µM | 200,000 compounds, 9% hits | AID 1063, 2008;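 note: promastigotes grown with compound for 44 hours at 28 °C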
RAM inhibit: inhibitors of the yeast RAM network, primary screen, dse1pr::URA3 reporter, 5-FOA selection. S. cerevisiae dse1pr::URA3 reporter, 5-FOA growth OD615, 2 d; analog-sensitive cbk1-as2 kinase mutant strain. inhibition, % at 50 µM. 190,000 compounds, 1.8% hits;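 active = inhibition above a set limit, 3 SD over mean compound inhibition, cut at about 8.4% in these data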;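 note: 0% = DMSO-only wells with no growth and 100% = 10 µM 1-NA-PP1 full growth; inhibition rescues growth on 5-FOA so higher OD means more RAM inhibition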
Starred values were filed as active, the others as inactive. Cut-off read from the data, not from the text of the source, unless noted: active = inhibition above about 50%; inactive = the rest. Some of the compounds tested, so the mix of outcomes need not match the whole.

Screening C=C(C)c1cccc(C(C)(C)NC(=O)NC2CN3CCC2CC3)c1 (configuration not stated) returned Diaph act CS 1.1, TLR4 MyD88 comp 9, Diaphorase inh -5, G6PDH counter 13, PMI activator 1, PMI act hi M6P 1.1, DTT redox prof -2.5, S1P3 antag -8, Hsp70 activator -0.3, Lmaj promast -2 and RAM inhibit 3.4.
COc1cccc(OC)c1C(=O)Nc1nc(N)n(-c2ccccc2)n1 was read as Diaph act CS 1, TLR4 MyD88 comp -2, Diaphorase inh 3, G6PDH counter 3, PMI activator 1, PMI act hi M6P 1, DTT redox prof 0.1, Hsp70 activator 0.2, Lmaj promast -6 and RAM inhibit 0.9.
`CCOC(=O)c1c(-c2ccc(OC)cc2)oc2ccc(OC(=O)N(C)C)cc12` gave Diaph act CS 0.8, TLR4 MyD88 comp 10, Diaphorase inh 18, G6PDH counter -62, PMI activator 0.8, PMI act hi M6P 0.8, DTT redox prof 1.8, S1P3 antag -12, Hsp70 activator 0.0, Lmaj promast 22 and RAM inhibit 14*.
Cc1[nH]c2ccccc2c1C(=O)CN1CC=C(c2ccccc2)CC1 was read as Diaph act CS 0.9, TLR4 MyD88 comp 4, Diaphorase inh 6, G6PDH counter 1, PMI activator 1, PMI act hi M6P 1, DTT redox prof 0.3, S1P3 antag -4, Hsp70 activator -0.3, Lmaj promast 0 and RAM inhibit -1.3.
Screening Cc1cc(C)cc(N2C(=O)NC(=O)/C(=C\c3cccn3-c3ccc(Cl)cc3)C2=O)c1 returned Diaph act CS 1.1, TLR4 MyD88 comp 3, Diaphorase inh -6, G6PDH counter 16, PMI activator 1, PMI act hi M6P 1, DTT redox prof -3.4, Hsp70 activator -0.1, Lmaj promast 92* and RAM inhibit 5.5.
Screening CC(C(=O)Nc1ccc(Br)cc1C(=O)c1ccccc1)N1CCOCC1 (configuration not stated) returned Diaph act CS 0.9, TLR4 MyD88 comp -5, Diaphorase inh 9, G6PDH counter -3, PMI activator 1, PMI act hi M6P 1, DTT redox prof 0.4, Hsp70 activator -0.2, Lmaj promast 99* and RAM inhibit 0.9.
CN1C(=O)C(C2c3ccccc3C(=O)N2Cc2ccc([N+](=O)[O-])cc2)C(=O)N(C)C1=O (configuration not stated) was read as Diaph act CS 0.8, TLR4 MyD88 comp -9, Diaphorase inh 21, G6PDH counter 1, PMI activator 1, PMI act hi M6P 1.1, DTT redox prof -0.8, Hsp70 activator -0.3, Lmaj promast -7 and RAM inhibit 0.3.
`COc1ccc(NC2(C#N)CCCCC2)cc1` gave Diaph act CS 0.8, TLR4 MyD88 comp 3, Diaphorase inh 20, G6PDH counter 11, PMI activator 0.9, PMI act hi M6P 0.5, DTT redox prof -0.4, S1P3 antag -51, Hsp70 activator -0.3, Lmaj promast -1 and RAM inhibit 1.2.
`CCC(C)C12CN3CCN(CC(C)(C3)C1=O)C2` (configuration not stated) gave Diaph act CS 0.9, TLR4 MyD88 comp -8, Diaphorase inh 5, G6PDH counter 9, PMI activator 1.1, PMI act hi M6P 1.1, DTT redox prof -0.3, Hsp70 activator -0.3, Lmaj promast 1 and RAM inhibit 0.8.
For CP(C)(=O)CCC(=O)O the results were Diaph act CS 0.9, TLR4 MyD88 comp -4, Diaphorase inh 10, G6PDH counter 5, PMI activator 0.9, PMI act hi M6P 0.9, DTT redox prof 2.0, S1P3 antag -40, Hsp70 activator -0.3, Lmaj promast 15 and RAM inhibit 1.6.
For CN(C)CCN=Cc1c(O)n(CCC2=CCCCC2)c(=O)[nH]c1=O the results were Diaph act CS 0.8, TLR4 MyD88 comp -3, Diaphorase inh 19, G6PDH counter 4, PMI activator 0.9, PMI act hi M6P 0.9, DTT redox prof -0.4, S1P3 antag 6, Hsp70 activator 0.0, Lmaj promast -3 and RAM inhibit 0.7.
For COc1cccc(CN2CCCCC2c2cccnc2)c1 (configuration not stated) the results were Diaph act CS 0.8, TLR4 MyD88 comp -6, Diaphorase inh 18, G6PDH counter 12, PMI activator 1, PMI act hi M6P 1, DTT redox prof -0.5, S1P3 antag 20, Hsp70 activator -0.2, Lmaj promast 72* and RAM inhibit 0.9.
Cc1ccc(-n2c(O)c(C=NCCN3CCOCC3)c(=O)[nH]c2=O)cc1 was read as Diaph act CS 1, TLR4 MyD88 comp -1, Diaphorase inh -3, G6PDH counter 7, PMI activator 1.1, PMI act hi M6P 1.2, DTT redox prof 0.0, Hsp70 activator 0.3, Lmaj promast -4 and RAM inhibit -0.4.
`O=c1[nH]c(=O)n(Cc2ccccc2)c(O)c1C=NCCCn1ccnc1` gave Diaph act CS 0.9, TLR4 MyD88 comp -3, Diaphorase inh 13, G6PDH counter 0, PMI activator 0.9, PMI act hi M6P 0.9, DTT redox prof -0.9, S1P3 antag -34, Hsp70 activator -0.1, Lmaj promast -4 and RAM inhibit 0.9.
Screening CC1=C(C(=O)N2CCC3(CC2)OCCO3)C2(CCC(C)CC2)OC1=O (configuration not stated) returned Diaph act CS 1, TLR4 MyD88 comp 3, Diaphorase inh 5, G6PDH counter 13, PMI activator 1, PMI act hi M6P 0.9, DTT redox prof 2.5, S1P3 antag -1, Hsp70 activator -0.4, Lmaj promast -2 and RAM inhibit 0.0.
NC(=O)Nc1ccc(C(=O)OCC(=O)Nc2ccc(Cl)cc2C(=O)c2ccccc2)cc1 was read as Diaph act CS 1, TLR4 MyD88 comp -6, Diaphorase inh 0, G6PDH counter -6, PMI activator 1, PMI act hi M6P 1, DTT redox prof -0.7, S1P3 antag 3, Hsp70 activator -0.4, Lmaj promast -3 and RAM inhibit 3.4.
`O=C1NC(=O)N(c2ccc(F)cc2)C(=O)/C1=C/c1ccc(N2CCOCC2)cc1` gave Diaph act CS 0.8, TLR4 MyD88 comp -22, Diaphorase inh 15, G6PDH counter 6, PMI activator 1, PMI act hi M6P 1, DTT redox prof -1.3, S1P3 antag -11, Hsp70 activator -0.2, Lmaj promast -5 and RAM inhibit 1.7.
For O=P(Nc1cccc(Cl)c1)(Oc1ccccc1)Oc1ccccc1 the results were Diaph act CS 0.8, TLR4 MyD88 comp -1, Diaphorase inh 22, G6PDH counter 2, PMI activator 0.8, PMI act hi M6P 0.8, DTT redox prof -0.8, S1P3 antag -19, Hsp70 activator -0.1, Lmaj promast 15 and RAM inhibit 5.3.
`N[C@@H](Cc1c[nH]c2ccccc12)c1nnc(SCc2ccccc2F)o1` gave Diaph act CS 1, TLR4 MyD88 comp -2, Diaphorase inh -3, G6PDH counter 2, PMI activator 1, PMI act hi M6P 1.1, DTT redox prof -8.2, S1P3 antag -8, Hsp70 activator -0.4, Lmaj promast -2 and RAM inhibit 2.5.
`C=C1N2CCC(CC2)C1(O)c1ccc(C)c(C)c1` (configuration not stated) gave Diaph act CS 0.9, TLR4 MyD88 comp -6, Diaphorase inh 11, G6PDH counter -7, PMI activator 1.1, PMI act hi M6P 1, DTT redox prof 0.0, Hsp70 activator -0.2, Lmaj promast 0 and RAM inhibit 0.1.
`CC(CN1CCOCC1)OC(=O)Cc1ccccc1` (configuration not stated) gave Diaph act CS 1.1, TLR4 MyD88 comp 8, Diaphorase inh -15, G6PDH counter 11, PMI activator 1.3, PMI act hi M6P 1.2, DTT redox prof -1.4, S1P3 antag -4, Hsp70 activator 0.0, Lmaj promast -4 and RAM inhibit 0.5.
CCn1c(C)cc(/C=C2\C(=O)NC(=O)N(c3ccccc3C)C2=O)c1C was read as Diaph act CS 0.8, TLR4 MyD88 comp -3, Diaphorase inh 18, G6PDH counter 4, PMI activator 1.1, PMI act hi M6P 0.9, DTT redox prof 0.1, S1P3 antag -9, Hsp70 activator -0.1, Lmaj promast 0 and RAM inhibit 5.7.
For Cc1ccc(-c2nc3ccccc3c(=O)n2-c2ccccn2)cc1 the results were Diaph act CS 0.9, TLR4 MyD88 comp -2, Diaphorase inh 12, G6PDH counter -12, PMI activator 0.9, PMI act hi M6P 1, DTT redox prof 0.3, S1P3 antag -14, Hsp70 activator -0.4, Lmaj promast -3 and RAM inhibit 1.0.
Cc1ccc(-n2c(O)c(C=NCCC3=CCCCC3)c(=O)[nH]c2=O)cc1 was read as Diaph act CS 0.8, TLR4 MyD88 comp -3, Diaphorase inh 16, G6PDH counter -3, PMI activator 1, PMI act hi M6P 1, DTT redox prof -0.1, S1P3 antag -12, Hsp70 activator -0.6, Lmaj promast 7 and RAM inhibit 4.3.
For Cc1nc2c(-c3ccccc3)c(C)nn2c(C)c1CCC(=O)N1CCC2(CC1)OCCO2 the results were Diaph act CS 0.8, TLR4 MyD88 comp -5, Diaphorase inh 18, G6PDH counter -2, PMI activator 1, PMI act hi M6P 1, DTT redox prof -3.9, S1P3 antag -1, Hsp70 activator -0.2, Lmaj promast -7 and RAM inhibit -0.5.
O=C(NCCN1CCCCC1)c1ccc(Cl)nc1Cl was read as Diaph act CS 1, TLR4 MyD88 comp -1, Diaphorase inh 2, G6PDH counter 10, PMI activator 0.9, PMI act hi M6P 0.9, DTT redox prof 1.0, S1P3 antag -1, Hsp70 activator 0.1, Lmaj promast -4 and RAM inhibit 1.4.
`C=CCOc1ccc(CC2C(=O)N(C)C(=O)N(C)C2=O)cc1` gave Diaph act CS 0.9, TLR4 MyD88 comp 0, Diaphorase inh 9, G6PDH counter -2, PMI activator 0.9, PMI act hi M6P 1, DTT redox prof -1.0, S1P3 antag -6, Hsp70 activator 0.1, Lmaj promast 24 and RAM inhibit 3.1.
